Assay outcomes as filed in PubChem BioAssay.
Artemis inh = inhibitors of human Artemis endonuclease activity. Q96SD1. recombinant Artemis, quenched FAM hairpin cleavage fluorescence. inhibition, % at 10 µM. 30,000 compounds, 0.78% hits;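 active = at 10 µM dose, at least 30% inhibition, measured as corrected fluorescence normalized to stimulator and neutral control wells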
Target sequence (Q96SD1 whole entry, looked up): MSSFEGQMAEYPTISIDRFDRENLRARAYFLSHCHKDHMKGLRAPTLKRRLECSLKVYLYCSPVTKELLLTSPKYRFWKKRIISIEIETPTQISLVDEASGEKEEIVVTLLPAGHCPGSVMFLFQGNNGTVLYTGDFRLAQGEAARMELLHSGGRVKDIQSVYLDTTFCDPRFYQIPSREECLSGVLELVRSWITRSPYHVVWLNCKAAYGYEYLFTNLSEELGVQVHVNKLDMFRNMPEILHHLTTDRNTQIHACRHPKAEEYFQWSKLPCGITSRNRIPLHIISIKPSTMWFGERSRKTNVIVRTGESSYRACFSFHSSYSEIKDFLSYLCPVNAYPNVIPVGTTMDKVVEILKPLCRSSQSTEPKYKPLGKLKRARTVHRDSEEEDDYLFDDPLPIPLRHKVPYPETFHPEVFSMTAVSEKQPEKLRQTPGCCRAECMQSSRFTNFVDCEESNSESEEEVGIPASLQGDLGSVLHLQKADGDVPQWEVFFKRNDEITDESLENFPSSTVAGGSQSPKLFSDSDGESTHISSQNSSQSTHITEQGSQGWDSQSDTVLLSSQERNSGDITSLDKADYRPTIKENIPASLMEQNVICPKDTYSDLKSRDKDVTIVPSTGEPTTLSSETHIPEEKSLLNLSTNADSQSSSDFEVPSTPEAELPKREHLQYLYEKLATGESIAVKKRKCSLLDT
The depositor's hits bear a star. An excerpt; the hit share may differ from the screen's.

SMILES | Artemis inh
C/C(N)=C(/C#N)C(=O)CSc1nnc(-c2ccccc2Br)o1 | -12.9
Cc1c(C#N)c2ncn(Cc3ccccc3)c(=O)c2n1-c1ccccc1 | -9.1
CCC(=O)Nc1cccc(Br)c1 | -8.3
O=C(NCc1ccccc1)C1CCCN(S(=O)(=O)c2cccnc2)C1 (centres undefined) | -2.1
CCCc1nc(NCc2ccncc2)c2nnn(Cc3ccccc3F)c2n1 | 0.4
Cc1cc(S(=O)(=O)n2cnc3ccccc32)c(C)cc1Cl | -3.6
CCC(C(=O)NC1CCCC1)N(C(=O)Cn1nnc(-c2ccc(C)cc2)n1)C1CCCC1 (centres undefined) | 6.9
CC(=O)c1nn(-c2cccc(Cl)c2)cc1C(=O)c1ccco1 | -7.0
Cc1noc(C)c1S(=O)(=O)N1CCCC(C(=O)NCC2CCCO2)C1 (centres undefined) | -2.9
COc1cc(C(=O)N2CCC(C(=O)Nc3cccc(C(C)=O)c3)CC2)cc(OC)c1OC | -7.5
Cc1ccccc1Cn1cnc2c(cnn2C(C)(C)C)c1=O | 2.0
CCN(CC)CC(=O)N1N=C(c2cccs2)CC1c1ccco1 (centres undefined) | -1.6
CSc1nnc(C)c(/C=C/Nc2ccc(F)cc2)n1 | 10.1
CCCCn1c(SCC(=O)c2ccccc2)nc2c1c(=O)[nH]c(=O)n2C | -5.6
Cc1csc(OCC(=O)Nc2ccc(C)c(C)c2)n1 | -2.4
O=C1N(CC(=O)N2CCc3ccccc32)CCN1Cc1ccccc1Cl | -3.6
COc1ccccc1OCCC(=O)OCC(=O)Nc1ncc(Cl)cc1Cl | -1.8
Cc1ccccc1C(=O)NC(=S)NCC1CCCO1 (centres undefined) | 1.1
CC(C)(C)OC(=O)c1c(N)n(CCCN2CCCC2=O)c2nc3ccccc3nc12 | 6.7
Cc1cc(=O)[nH]c(SCc2cccc(Br)c2)n1 | 3.9
Cc1sc2nc(SCC(=O)NCc3ccco3)n(Cc3ccccc3)c(=O)c2c1C | 3.8
COc1ccc(-c2nnn(CC#N)n2)cc1OC | -0.4
COc1ccc(C(=S)Nc2ccc(C)cc2)cc1 | 2.5
Cc1ccsc1C(=O)NNC(=O)C1CCCCC1C(=O)O (centres undefined) | 0.4
O=C(c1ccc(CN2CCc3ccccc3C2)cc1)N1CCc2ccccc2C1 | -7.3

Next entries:
SMILES | Artemis inh
O=C(NCc1ccco1)C(c1ccco1)N(CCc1ccccc1)C(=O)Cn1nnc2ccccc21 (centres undefined) | -0.9
CCn1c(=O)n(CC(=O)NC2CCCC(C)C2C)c(=O)c2ccccc21 (centres undefined) | -1.5
CCOc1ccc(Cc2nc(C)c(CC(=O)N3CCOCC3)c(=O)[nH]2)cc1 | 3.4
CCCCOC(=O)C1CCCC(C(=O)OCCCC)N1 (centres undefined) | -2.5
CCOC(=O)CNC(=O)c1ccc(C)cc1 | -2.8
COc1ccc(OCCSc2nnc(-c3ccoc3C)n2C)cc1 | -11.4
Cc1cc2nc(C)c(Cc3ccccc3)c(=O)n2[nH]1 | 1.9
CCN1CCN(CNC(=O)c2cnccn2)CC1 | -0.3
Cc1noc(C)c1COC(=O)Cc1ccc(Cl)cc1 | 3.9
CCCOc1ccc(N2C(=O)CC(N3CCC(O)(c4cccc(C(F)(F)F)c4)CC3)C2=O)cc1 (centres undefined) | -0.5
O=C(COC(=O)C12CC3CC(CC(C3)C1)C2)NCc1ccco1 | 11.4
CCn1c(C)c(C(C)=O)c(N2CCN(c3ccc(F)cc3)CC2)nc1=S | 3.6
COc1ccc(-c2cc(-c3cccs3)c(C#N)c(SCC(=O)NCc3ccccc3OC)n2)cc1 | 4.3
c1ccc2c(-c3c[nH]c4ccccc34)c3ccccc3nc2c1 | -5.5
O=S(=O)(c1cccc(-c2cn3cccnc3n2)c1)N1CCCCCC1 | 9.4
COc1cccc(-n2nc(-c3ccnn3-c3ccc(C)cc3)c(=O)n(C)c2=O)c1 | 5.8
COc1ccc(C2NC(=O)c3ccccc3N2)cc1OC (centres undefined) | -0.6
NS(=O)(=O)c1ccc(NS(=O)(=O)c2ccc(NC(=O)c3ccc(-c4ccccc4)cc3)cc2)cc1 | 19.6
CCCC12CN(C(=O)c3ccc(OC)cc3)CC(C)(CN(C(=O)c3ccc(OC)cc3)C1)C2=O | 3.7
Cc1ccc(/C(O)=C2\C(=O)C(=O)N(c3cc(C)on3)C2c2cccc(Br)c2)cc1 (centres undefined) | 11.9
O=S(=O)(c1cnccc1N1CCN(/N=C/c2ccccc2)CC1)N1CCCCC1 | 11.8
COc1cc(OC)c2c(C)c(Cl)c(=O)oc2c1 | -12.6
COC(=O)c1ccccc1NC(=O)/C=N/O | -5.9
O=C1C=C(c2cccs2)CC(c2cccs2)C1n1cnc([N+](=O)[O-])c1 (centres undefined) | 4.4
COc1ccc(N=C2CCCN2CC(N)=O)cc1 | -7.1

Further entries follow.
SMILES | Artemis inh
CN(c1ccc(C(=O)NCCSCc2ccco2)cc1)S(C)(=O)=O | 3.7
Cc1c(N=C/C=C/c2ccccc2)cnn1C | -0.7
COc1cc(S(=O)(=O)NCc2ccccc2)ccc1F | -15.0
COc1ccc(OC)c(NC(=O)CSc2nnnn2-c2ccccc2F)c1 | -6.5
COc1ccc(C(c2nnnn2C(C)(C)C)N2CCN(c3nc4ccccc4s3)CC2)cc1 (centres undefined) | 0.5
COC(=O)C1=C(C)N(Cc2ccc(OC)c(OC)c2)C(=O)C1 | -1.4
O=C(Nc1cccc2ccccc12)N1CCN(c2ccc(F)cc2)CC1 | 0.2
CCOC(=O)c1ccc(COC(=O)CNC(=O)CNC(=O)c2ccc(OC)cc2)o1 | -9.9
COc1ccc(CCNc2nc(C)nc3c2oc2ccccc23)cc1OC | -4.8
CCCCc1cc(=O)oc2cc(OCC(=O)N3CCc4ccccc43)ccc12 | -4.6
Cc1cc(NC(=O)CCC(=O)N(c2ccccc2)C2(C(=O)NC3CCCCC3)CCCC2)no1 | -2.2
CCC(C)(C)NC(=O)C(c1ccncc1)N(Cc1cccs1)C(=O)Cn1nnc2ccccc21 (centres undefined) | -3.0
Cc1ccc(CNc2ncnc3cc(Cl)ccc23)o1 | -5.6
COc1c(F)c(F)c(C(=O)Nc2ccc(NC(=O)c3ccco3)cc2)c(F)c1F | -1.8
CCc1cccc(C)c1NC(=O)CSc1nc2ccc(N3C(=O)c4ccccc4C3=O)cc2s1 | 13.2
CCOC(=O)c1c(C(C)(C)C)oc2ccc(OCC#N)cc12 | 1.1
COc1cccc(-c2nnc(SCc3ccccn3)n2C)c1 | -8.1
Cc1ccc(CNC(=O)c2nc3nc(C)cc(C)n3n2)cc1 | 0.6
Cc1nn(Cc2ccccc2)c(C)c1C(=O)OCC(=O)c1cc(C)n(CC(F)(F)F)c1C | 5.5
Cc1ccc(C(=O)C2=C(O)C(=O)N(c3ncccn3)C2c2ccc(Cl)cc2)o1 (centres undefined) | 21.2
COc1ccc(C)cc1S(=O)(=O)Nc1cccc(Cl)c1Cl | -6.8
CCN=C(Nc1ccc2c(c1)OCO2)SC1CC(=O)N(c2ccccc2F)C1=O (centres undefined) | -1.6
COC(=O)c1ccc(CN2C(=O)NC3(CCC(C)CC3)C2=O)o1 (centres undefined) | -0.7
COc1ccc(C(=O)O)cc1F | -7.5
CCN(CC)c1ccc(NC(=O)OC)cc1 | -2.0

Next section.
SMILES | Artemis inh
CCOc1ccc(Br)cc1/C=N/NC(=O)c1ccncc1 | 0.8
O=C(O)CCN1C(=O)/C(=C\c2ccc(-c3nc4ccccc4s3)o2)SC1=S | 14.4
Cc1cc(C)n(-c2nc3ccccc3[nH]c2=O)n1 | -3.4
Cc1nn(C)c(C)c1S(=O)(=O)N1CCc2ccccc21 | -4.1
Cc1ccc(C(=O)COC(=O)CCC(=O)NC2CCCCC2)cc1C | 2.7
Cc1cc(-c2ccccc2)nc(Oc2cccc(C(F)(F)F)c2)c1S(C)(=O)=O | 7.4
CC(=O)CS(=O)(=O)c1ccc(Oc2ccc(S(=O)(=O)CC(C)=O)cc2)cc1 | -9.6
COC(=O)CN(n1cnnc1)S(=O)(=O)c1ccc(C)cc1 | -2.4
O=C(c1cc(-n2cnnc2)ccc1Cl)N1CCN(c2nc(-c3ccccc3)cs2)CC1 | -8.9
O=C(NCc1ccc(Cl)cc1)c1cnccn1 | -1.4
CCOC(=O)c1[nH]c2cc3c(cc2c1NC(=O)CN1CC(C)CC(C)C1)OCO3 (centres undefined) | -1.3
Cc1cc(C)c2c(=O)cc(C(F)F)oc2c1 | -1.1
CCOC(=O)N1CCN(C(=O)c2ccc(NC(=O)c3ccc(C)cc3)cc2)CC1 | 1.5
CN1C(=O)C2(NCCc3c2[nH]c2ccccc32)c2ccccc21 (centres undefined) | 0.7
CCC/C(O)=C1\C(=O)CC(C)(C)CC1=Nc1ccccc1OC | 0.1
c1ccc(-n2ncc3c2ncn2cnnc32)cc1 | 1.5
Cc1ccc(C(C(=O)NCc2ccco2)N(CC2CCCO2)C(=O)Cn2nnc3ccccc32)cc1 (centres undefined) | 0.8
O=C(c1cccc(Cl)c1)N1CCN(C(=O)c2ccccc2F)CC1 | 3.9
O=c1[nH]c2ccccc2c(=O)n1Cc1ccccc1 | -11.4
O=C(O)c1sccc1S(=O)(=O)c1ccccc1 | -5.1
COc1cccc(C(=O)O/N=C/c2ccc(Sc3ccc(C)cc3)nc2)c1 | 0.3
COC(=O)c1sc(NC(=O)c2oc3ccccc3c2C)nc1C | 2.9
COc1nc(C)nc(NC(=O)NS(=O)(=O)c2ccc(C)cc2)n1 | 0.9
CC(C)CNS(=O)(=O)c1ccc(OCC(=O)NCC2CCCO2)c(Cl)c1 (centres undefined) | -2.4
Cn1ccnc1SCC(=O)NC1CC1 | -2.6

In the list so far, 5 contain bromine.
SMILES | Artemis inh
C/C(N)=C(/C#N)C(=O)CSc1nnc(-c2ccccc2Br)o1 | -12.9
CCC(=O)Nc1cccc(Br)c1 | -8.3
Cc1cc(=O)[nH]c(SCc2cccc(Br)c2)n1 | 3.9
Cc1ccc(/C(O)=C2\C(=O)C(=O)N(c3cc(C)on3)C2c2cccc(Br)c2)cc1 (centres undefined) | 11.9
CCOc1ccc(Br)cc1/C=N/NC(=O)c1ccncc1 | 0.8

(further entries)
SMILES | Artemis inh
O=C(COc1ccc(/C=N/NS(=O)(=O)c2ccccc2)cc1)NCCc1ccccc1 | 5.8
O=C(CCN1C(=O)C2C3C=CC(C3)C2C1=O)NCC1CCCO1 (centres undefined) | -14.7
COCCNC(=O)COc1ccc(C)cc1C | -2.3
CSc1nc2nc3c(c(=O)n2[nH]1)CN(Cc1ccccc1)CC3 | -4.6
Cn1c(=O)c(-[n+]2ccccc2)c([O-])c2ccccc21 | 9.1
Cc1ccc(S(=O)(=O)N(CC(O)CN2C(=O)NC(C)(C)C2=O)c2ccccc2)cc1 (centres undefined) | -10.4
Cc1ccc(OCC(=O)N/N=C/c2cccn2C)cc1 | 6.8
Cc1ccc(NC(=O)c2ccc(NCC3CCCO3)c([N+](=O)[O-])c2)cc1Cl (centres undefined) | -2.5
CC(NC(=O)c1ccccc1F)C(=O)O (centres undefined) | 5.1
Cc1cc(C(=O)Nc2cccc(C(=O)O)c2)oc1C | 4.3
COc1ccccc1NCCC#N | 0.5
Cc1onc(-c2ccccc2Cl)c1C(=O)NCc1nc(-c2ccccc2)no1 | 5.2
CC1CCN(C(=O)Cc2nn(C)c(=O)c3ccccc23)CC1 | -12.1
Cc1nn(-c2ccccc2)c(Cl)c1/C=C/C(=O)c1ccccc1 | 13.0
Cc1ccc(-c2nnn(C(C)C(=O)N3c4ccccc4CCc4ccccc43)n2)cc1 (centres undefined) | 1.6
CC(C)(C)OC(=O)N1CCNc2ccccc2C1 | -0.8
O=C(NCCCNc1ccc(C(F)(F)F)cc1[N+](=O)[O-])c1cc(F)c(F)cc1Cl | 3.1
Cc1nc(SCC(O)CCl)c([N+](=O)[O-])[nH]1 (centres undefined) | -0.5
COCCN1C(=O)c2ccccc2C(C(=O)NCc2ccco2)C1c1c[nH]c2ccccc12 (centres undefined) | -2.3
CC(C)(C)c1cc(NC(=O)COC(=O)C2CC2)n(-c2ccccc2)n1 | 2.1
CCn1c(O)c(C=NCCN2CCOCC2)sc1=S | -3.8
O=C(Cc1c(O)c2ccccc2[nH]c1=O)OC1CCCCC1 | -0.8
Cc1cc(C)c(S(=O)(=O)c2ccccc2)c(N(C)C)n1 | -5.6
CC(C)(C)n1nnnc1CN(Cc1cccnc1)Cc1ccccc1Cl | -2.5
O=C(NCC(c1cccnc1)N1CCN(c2ccc(F)cc2)CC1)c1ccc2c(c1)OCO2 (centres undefined) | -0.5

Random excerpt: 5 records from the list.
SMILES | Artemis inh
O=C(COc1ccc(/C=N/NS(=O)(=O)c2ccccc2)cc1)NCCc1ccccc1 | 5.8
Cc1nc(SCC(O)CCl)c([N+](=O)[O-])[nH]1 (centres undefined) | -0.5
Cc1ccc(-c2nnn(C(C)C(=O)N3c4ccccc4CCc4ccccc43)n2)cc1 (centres undefined) | 1.6
Cc1ccc(NC(=O)c2ccc(NCC3CCCO3)c([N+](=O)[O-])c2)cc1Cl (centres undefined) | -2.5
O=C(NCCCNc1ccc(C(F)(F)F)cc1[N+](=O)[O-])c1cc(F)c(F)cc1Cl | 3.1

Next part
SMILES | Artemis inh
Cc1cccc(Nc2ncc3c(n2)CC(c2ccco2)CC3=O)c1 (centres undefined) | 7.0
CC1CC(C)(C)CC2(C1)NC(=S)N(c1ccccc1)N2 (centres undefined) | -1.7
C=CCNC(=O)c1ccc(C)c(Br)c1 | 1.7
O=C(/C=C/c1ccc(Cl)c(Cl)c1)n1cccn1 | -0.3
CCN1CCCC1Cn1cnc2c([nH]c3cccc(Cl)c32)c1=O (centres undefined) | 5.9
CCc1ccccc1NC(=O)c1ccc(-n2c(C)ccc2C)cc1 | 6.9
CCOc1ccc(N2C(N)=NC(N)=NC2(C)C)cc1 | 6.4
Clc1ccccc1-c1cc(COc2ccc3ccccc3c2)no1 | -0.9
COc1ccc2c(C)cc(SCC(=O)N3CCOCC3)nc2c1 | -0.7
COc1ccc(CC2S/C(=C(\C#N)C(=O)NCc3ccco3)N(c3ccc(C)cc3)C2=O)cc1 (centres undefined) | -0.9
CCN(CC)c1ccc(CN(C(=O)c2cc(OC)c(OC)c(OC)c2)C2CCS(=O)(=O)C2)cc1 (centres undefined) | 9.8

Single entries from the list.
C=CCNC(=O)c1ccc(C)c(Br)c1 in Artemis inh shows 1.7
Cc1cccc(Nc2ncc3c(n2)CC(c2ccco2)CC3=O)c1 (centres undefined) in Artemis inh shows 7.0
O=C(/C=C/c1ccc(Cl)c(Cl)c1)n1cccn1 in Artemis inh shows -0.3
